# Screens deposited in PubChem by National Center for Advancing Translational Sciences (NCATS).
# D1 agonist – activates the human D1 dopamine receptor. P21728. HEK293 T-REx D1 cells, calcium flux, agonist mode. activation, % at 2 µM. hit rate 1% among 360,000; in the data active = activation above about 30%; note: 0% is about no effect
# Target sequence (P21728 whole entry, looked up): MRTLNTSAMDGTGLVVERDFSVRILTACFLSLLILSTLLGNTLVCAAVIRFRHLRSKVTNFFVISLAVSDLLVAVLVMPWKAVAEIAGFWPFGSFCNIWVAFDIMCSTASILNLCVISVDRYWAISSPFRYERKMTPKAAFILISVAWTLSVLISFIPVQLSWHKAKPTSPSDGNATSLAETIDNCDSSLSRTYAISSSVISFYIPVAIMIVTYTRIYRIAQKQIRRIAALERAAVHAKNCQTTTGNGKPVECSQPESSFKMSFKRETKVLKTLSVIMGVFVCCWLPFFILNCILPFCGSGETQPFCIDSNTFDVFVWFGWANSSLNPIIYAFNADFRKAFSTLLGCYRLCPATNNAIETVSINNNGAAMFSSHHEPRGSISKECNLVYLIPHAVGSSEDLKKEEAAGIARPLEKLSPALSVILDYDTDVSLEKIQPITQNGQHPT
#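 Tetracycline-induced HEK293 TREx D1 cells, force-coupled to calcium signalling, were dye-loaded with a no-wash calcium kit. Compound was pin-added after a 10 s baseline. Fluorescence was read kinetically at 1 cycle/s for 180 s, with calcium rises flagged as agonism.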
# Vif-APOBEC3G blk – inhibitors of Vif-APOBEC3G interaction; Potency, µM (highest dose often 46.1 µM), for inactives: top-dose activity, negative = active, usual class: inhibitors; AID 602310; hit rate 0.076% among 410,000; Q9HC16; HeLa A3G-eYFP + Vif (tagged APOBEC3G with the HIV-1 protein that degrades it), YFP fluorescence, overnight;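 note: potency is the fitted concentration of half-maximal effect; % is set by controls: 0 for no effect and ±100 for the full control effect; nearly all actives have a fitted effect of over 60% in size; hits raise eYFP signal because A3G escapes Vif-driven loss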
#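 HeLa cells stably expressing Vif and C-terminally eYFP-tagged A3G, seeded overnight at 37 deg C, then exposed to compound by pintool overnight at 37 deg C. Rise in yellow fluorescence (Ex 488/Em 500-530, Acumen) marks blocked Vif-driven A3G degradation.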
# D2 PAM – positively modulates the human D2 dopamine receptor allosterically; P14416; HEK293 T-REx D2, calcium flux, EC20 dopamine potentiation; potentiation, % at 10 µM; hit rate 0.34% among 340,000;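 active = potentiation over 3 SD above the plate norm, cut at about 30% in these data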; note: 0% is about no effect
# Target sequence (P14416 whole entry, looked up): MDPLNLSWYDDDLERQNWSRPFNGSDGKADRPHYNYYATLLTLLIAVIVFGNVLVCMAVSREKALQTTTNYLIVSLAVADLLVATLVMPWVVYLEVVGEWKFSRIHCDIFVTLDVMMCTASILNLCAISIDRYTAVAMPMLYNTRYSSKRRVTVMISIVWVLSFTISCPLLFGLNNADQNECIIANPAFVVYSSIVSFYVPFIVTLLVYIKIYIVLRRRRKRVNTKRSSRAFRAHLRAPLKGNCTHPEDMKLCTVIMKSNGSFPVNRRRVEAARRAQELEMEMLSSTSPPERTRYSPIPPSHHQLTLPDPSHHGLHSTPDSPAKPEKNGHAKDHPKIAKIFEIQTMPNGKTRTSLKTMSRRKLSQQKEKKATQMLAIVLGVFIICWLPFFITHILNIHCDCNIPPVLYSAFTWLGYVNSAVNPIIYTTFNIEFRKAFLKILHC
#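 Calcium flux readout, no-wash dye, 1 read/s. Inducible HEK293 Trex D2 line, overnight 30 C. Compound alone 180 s (agonist flags), then EC20 dopamine, another 180 s to score potentiation.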
# GRP78 ERSR act – inducers of ER stress response in human glioma cells; U87-MG GRP78 promoter luciferase reporter, 16 h; Potency, µM, without a hit: at the highest dose activation, usual class: activators; hit rate 0.02% among 420,000; note: potency is the fitted concentration of half-maximal effect; series mostly up to about 76 µM; % of control where 0% means no effect; nearly all actives have a fitted effect of over 35% in size
#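 Stably transfected U87-MG human glioma cells carrying a GRP78-based luminescent sensor were seeded at 1000 cells/well, pin-dosed with compounds and incubated 16 h. Luciferase reagent was then added, and end-point luminescence was read after 10 min at room temperature.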
# RXFP1 ag – agonists of human relaxin receptor RXFP1; HEK293T-RXFP1 cAMP TR-FRET, 30 min; response scale: percent of porcine relaxin response, buffer zero; Q9HBX9; Potency, µM (titrated, usually from 57.5 µM), for the others: at the highest dose activation, usual class: activators; AID 2676; hit rate 0.3% among 370,000; note: potency is the fitted concentration of half-maximal effect; % is set by controls: 0 for no effect and ±100 for the full control effect; nearly all actives have a fitted effect of over 60% in size; many of its hits are not listed in these tables
#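 Agonist response is measured as cAMP accumulation in an RXFP1-transfected HEK293T line under PDE4 inhibition. Values are scaled between buffer-only and 29 nM porcine relaxin, and EC50s come from standard Hill equation fits.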
# Vif-APOBEC3F blk – Vif-A3F binding inhibition; Potency, µM (highest dose often 46.1 µM), for inactives: top-dose activity, negative = active; hit rate 0.2% among 390,000; HeLa A3F-eYFP + Vif (tagged APOBEC3F with the HIV-1 protein that degrades it), YFP fluorescence increase; note: potency is the fitted concentration of half-maximal effect; % of control where 0% means no effect; nearly all actives have a fitted effect of over 65% in size
#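 HeLa cells stably expressing Vif plus C-terminally eYFP-tagged A3F were seeded, incubated overnight at 37 deg C, dosed with compound, incubated overnight again at 37 deg C. Yellow fluorescence (Ex 488/Em 500-530) reported blocked Vif-mediated A3F-eYFP degradation.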
# D1 antag – blocks dopamine activation of the human D1 receptor. P21728. HEK293 TREx D1 cells, calcium flux, dopamine EC80; active compounds read low. activity change, negative = inhibition, % at 10 µM. hit rate 3.2% among 360,000; in the data active = activity change below about -30%; note: % is set by controls: 0 for no effect and ±100 for the full control effect
#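 Tetracycline-induced HEK293 T-REx cells with force-coupled D1 receptor were loaded with a no-wash calcium dye. Compound was added after a 10 s baseline and read kinetically for 180 s; EC80 dopamine was then added and calcium flux followed another 180 s.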
# D1 PAM – potentiators of human D1 dopamine receptor | P21728 | HEK293 TREx D1 cells, calcium flux, dopamine EC20 potentiation | potentiation, % at 10 µM | hit rate 0.036% among 360,000 | AID 504651; in the data active = potentiation above about 30%; note: 0% is about no effect
# RXFP1 antagonist – RXFP1 (human) relaxin receptor antagonism. HEK293-RXFP1, relaxin-stimulated cAMP HTRF, 30 min; active compounds read low. activity change, negative = inhibition, % at 57.5 µM. hit rate 0.59% among 350,000;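 active = activity change of -60% or lower, but not beyond a set lower limit; inconclusive = change between -60% and -40%, or beyond the set limit; inactive = change above -40%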; note: % is set by controls: 0 for no effect and ±100 for the full control effect
# * hit, by the source's call; ? = inconclusive; nt = not tested or not shown. Unless noted, calls come from the whole dose curve; as a rule, active = well fitted curve in the direction sought with a large enough effect; inconclusive = small, poorly fitted or top-dose-only effect, or another doubt; inactive = no such curve, though single readings can be large; an effect the other way counts as inactive or inconclusive.
SMILES,D1 agonist,Vif-APOBEC3G blk,D2 PAM,GRP78 ERSR act,RXFP1 ag,Vif-APOBEC3F blk,D1 antag,D1 PAM,RXFP1 antagonist
COc1ccc(N(CC(=O)NCc2ccccc2C)S(=O)(=O)c2ccccc2[N+](=O)[O-])c(OC)c1,2,-2%,-11,0%,1.8%,-12%,7,-2,-14
CCN1CCN(c2ccc(S(=O)(=O)N3CCCCC3)cc2NC(=O)Cc2c(Cl)cccc2Cl)CC1,11,nt,0,nt,-0.1%,nt,-22,-2,nt
Cc1cc(NNC(=O)c2ccccc2)nc(NNC(=O)c2ccccc2)n1,5,3%,-23,-3%,-0.3%,12%,8,1,19
CC(C)(C)C(=O)c1cnc(Nc2ccccc2Cl)s1,3,-2%,19,7%,11%,-1%,-8,-8,16
O=C(NCC(c1cccnc1)N1CCc2ccccc21)c1ccc(Cl)cc1 (configuration not stated),1,4%,5,-3%,0.2%,4%,-1,-2,-22
CSc1nc2[nH]c3c(c2c2nncn12)CC(C)(C)OC3,1,-4%,-4,2%,3.5%,5%,0,-3,-1
CCOc1ccc(CCNC(=O)c2cc(=O)[nH]c3ccc(S(=O)(=O)N4CCCCC4)cc23)cc1OCC,-4,6%,-8,-1%,2.9%,2%,13,-2,-12
CCOC(=O)C1CCN(C(=O)C2CCN(S(=O)(=O)N3CCCC3)CC2)CC1,2,1%,26,1%,-1.3%,1%,-2,-5,-6
COc1ccc2c(c1)c(N1CCCC1=O)c(C(=O)Nc1ccc(OC)c(Cl)c1)n2C,0,-1%,0,-1%,0.2%,1%,12,0,nt
O=S(=O)(NCCN1CCOCC1)c1ccc(-c2ccc(S(=O)(=O)NCCN3CCOCC3)cc2)cc1,2,0%,-4,-6%,0.0%,1%,-2,-6,-6
COc1ccc(CNC(=S)N2CCN(Cc3ccccc3)CC2)cc1,3,0%,-5,2%,-3.1%,-9%,-2,2,-3
COCCSc1ccccc1C(=O)NCCc1ccccc1,4,6%,0,0%,1.0%,2%,-14,-5,7
COCCn1ccc2c(OCC(=O)Nc3ccccc3F)cccc2c1=O,0,-7%,24,3%,0.7%,-7%,nt,0,nt
CCN1CCN(C(=O)CSc2cc(=O)n(C)c3ccccc23)CC1,-1,4%,-17,2%,16%,0%,-3,-6,5
O=C(COc1ccccc1)Nc1nc2c(s1)CCCC2,-2,-11%,1,4%,0.9%,3%,11,-6,-22
CC(C)c1ccc(NC(=O)COC(=O)/C=C/c2cccc(Br)c2)cc1,12,-5%,2,-2%,-1.6%,-7%,-27,-12,nt
Cc1ncsc1CCC(=O)N1CCCC(Nc2ccc(C(C)C)cc2)C1 (configuration not stated),5,-1%,-11,-4%,0.2%,1%,-7,-1,-29
CCOc1ccc(NC(=S)NCc2ccc3[nH]c(C)cc3c2)cc1,1,2%,-7,4%,1.0%,-7%,-13,3,4
COc1ccc(/C=N/N=C2/NC(=O)C(CC(=O)O)S2)cc1OCc1ccc(Cl)cc1Cl (configuration not stated),0,-1%,-8,-5%,1.8%,-21%,5,10,3
Cc1[nH]c2ccccc2c(=O)c1CNCc1ccccc1,nt,1%,nt,1%,nt,2%,nt,nt,3
Cc1cn(C(=O)c2cccc(Br)c2)c(C)n1,1,0%,-7,-7%,-0.6%,5%,-3,7,-3
CC(=O)c1ccc(NC(=O)c2ccccc2Sc2ncnc3sc(C)c(C)c23)cc1,1,-9%,nt,-1%,7.2%,-7%,4,-1,-2
CC(=O)Oc1cccc(N2C(=O)c3ccc(C(=O)Nc4cccnc4)cc3C2=O)c1,0,-3%,2,-2%,2.9%,0%,29,-13,-5
COC(=O)C1=C(O)C(C(=O)OC)C(c2ccc(C)cc2)C(C#N)(C#N)C1c1ccc(C)cc1 (configuration not stated),1,-1%,9,-3%,-0.1%,6%,-6,-7,-2
Cc1oc2ncnc(N3CCOCC3)c2c1C(=O)NCCc1ccccc1,6,4%,-6,0%,-1.2%,1%,-24,3,-10

# Molecules listed so far containing an aryl methoxy group, in the order listed:
SMILES,D1 agonist,Vif-APOBEC3G blk,D2 PAM,GRP78 ERSR act,RXFP1 ag,Vif-APOBEC3F blk,D1 antag,D1 PAM,RXFP1 antagonist
COc1ccc(N(CC(=O)NCc2ccccc2C)S(=O)(=O)c2ccccc2[N+](=O)[O-])c(OC)c1,2,-2%,-11,0%,1.8%,-12%,7,-2,-14
COc1ccc2c(c1)c(N1CCCC1=O)c(C(=O)Nc1ccc(OC)c(Cl)c1)n2C,0,-1%,0,-1%,0.2%,1%,12,0,nt
COc1ccc(CNC(=S)N2CCN(Cc3ccccc3)CC2)cc1,3,0%,-5,2%,-3.1%,-9%,-2,2,-3
COc1ccc(/C=N/N=C2/NC(=O)C(CC(=O)O)S2)cc1OCc1ccc(Cl)cc1Cl (configuration not stated),0,-1%,-8,-5%,1.8%,-21%,5,10,3

# Following part:
SMILES,D1 agonist,Vif-APOBEC3G blk,D2 PAM,GRP78 ERSR act,RXFP1 ag,Vif-APOBEC3F blk,D1 antag,D1 PAM,RXFP1 antagonist
COCCN(C(=O)COC(=O)c1ccc(Br)o1)c1c(N)n(Cc2ccccc2)c(=O)[nH]c1=O,nt,1%,nt,-3%,nt,-4%,nt,nt,1
CON/C=N/C(=S)Nc1ncc(C(F)(F)F)cc1Cl,1,2%,-9,-2%,0.8%,?,-13,-5,10
CN(CC(=O)Nc1ccc(Cl)cc1)C1=NS(=O)(=O)c2ccccc21,1,-16%,-18,0%,3.7%,-2%,14,-1,-1
C=CCn1cn[nH]c1=S,-2,-1%,4,0%,-1.5%,17%,nt,-3,-4
Cc1ccc(CCN2CC(C(=O)NCCCN(C)Cc3ccccc3)CC2=O)cc1 (configuration not stated),0,-1%,9,-3%,-0.5%,0%,12,3,-7
COc1ccc(/C=C/C(=O)NC(=S)NNC(=O)Cc2cccs2)cc1,2,-27%,7,?,1.4%,?,2,-2,-22
C#CCN1c2ccccc2Sc2cccnc21,1,6%,15,-6%,20%,-9%,1,3,-7
C/C(=N\NC(=O)CN(c1ccc(C)cc1)S(C)(=O)=O)c1cccs1,0,1%,-4,-3%,1.6%,-3%,9,-1,-7
Cn1c2c(c(=O)n(C)c1=O)C(c1ccc(Cl)cc1)C(C#N)=C(N)O2 (configuration not stated),1,1%,9,-4%,-1.4%,-3%,0,3,-7
COc1ccc(Cc2nc3ccc(C(=O)NCCn4cccn4)cc3o2)cc1,2,0%,4,-3%,-4.0%,4%,-14,-3,1
CC(=O)NC(CC(=O)Nc1cccc(S(=O)(=O)N2CCCCC2)c1)c1ccccc1 (configuration not stated),1,0%,10,-10%,0.9%,nt,1,-4,-8
CC(NC(=O)Nc1ccc(O)cc1)(C(F)(F)F)C(F)(F)F,-1,-4%,6,4%,1.5%,0%,-23,-5,-11
CCOc1ccccc1CN1CCNC(=O)C1CC(=O)NCc1ccccn1 (configuration not stated),1,-1%,-6,-2%,-0.5%,-3%,5,-3,5
O=C(OCC(=O)c1c[nH]c2ccccc12)C1=COCCO1,-3,2%,7,3%,0.0%,0%,-13,3,-14
CSCCC(=O)Nc1ccc(C(C)=O)cc1,2,0%,-6,2%,0.9%,-10%,-1,-6,-7
COc1cc(/C=C/C2=NC(=O)C(C)(C)O2)ccc1O,2,1%,-5,-3%,0.5%,-6%,8,-7,5
c1ccc(-n2nnnc2NC2CCCCCC2)cc1,112*,-1%,3,-2%,1.2%,-4%,-14,4,-4
COc1cc(C2c3c(oc4ccccc4c3=O)C(=O)N2Cc2cccnc2)cc(OC)c1OC (configuration not stated),3,nt,10,nt,-0.9%,nt,-17,-1,nt
Cc1cccn2c(=O)c3cc(C(=O)NCC4CCCO4)c(=N)n(CCN4CCOCC4)c3nc12 (configuration not stated),1,4%,-3,-4%,21%,5%,-8,2,0
Cc1cc2c(=O)n(C)c(SCC(=O)Nc3cccc(O)c3)nc2s1,1,0%,12,-1%,1.4%,-18%,-1,3,3
NC(=O)c1nsc(C(=O)N(Cc2cccnc2)C(C(=O)NCc2ccc(F)cc2)c2ccc(F)cc2)c1N (configuration not stated),1,-5%,nt,-5%,0.1%,-12%,10,0,-38
NC(=O)C1CCN(C(=O)CSc2nc3ccccc3o2)CC1,2,0%,10,-8%,2.1%,0%,3,-2,4
CC(C)(C)c1ccc(-c2nnc3sc(-c4ccncc4)nn23)cc1,2,3%,17,2%,1.9%,-8%,3,5,7
CCN1C(=O)c2cccc3c(S(=O)(=O)Nc4ccccc4O)ccc1c23,4,-5%,-2,-2%,4.4%,-10%,3,1,-11
CC(C)(C)C1CCC(OC(=O)CN2CCOCC2)CC1 (configuration not stated),3,-1%,-3,2%,0.7%,12%,3,2,-9
O=C(Nc1ccccc1)c1ccc(-c2ccccc2Cl)o1,-3,-3%,-5,7%,2.1%,6%,0,-12,nt
Cc1cccc(-n2c(CNC(=O)c3ccc(S(=O)(=O)N(C)C)cc3)nnc2SCC(=O)Nc2ccc(F)cc2)c1,1,-5%,-4,-3%,-0.5%,4%,-3,2,-14
Cc1csc(=O)n1CCC(=O)OCC(=O)c1c(N)n(CC(C)C)c(=O)n(C)c1=O,5,0%,-3,-5%,3.2%,-3%,-20,-8,-10

# Compound profiles (already shown). Order of values: D1 agonist, Vif-APOBEC3G blk, D2 PAM, GRP78 ERSR act, RXFP1 ag, Vif-APOBEC3F blk, D1 antag, D1 PAM, RXFP1 antagonist
# COc1cc(/C=C/C2=NC(=O)C(C)(C)O2)ccc1O is listed as 2, 1%, -5, -3%, 0.5%, -6%, 8, -7, 5
# COCCN(C(=O)COC(=O)c1ccc(Br)o1)c1c(N)n(Cc2ccccc2)c(=O)[nH]c1=O is listed as nt, 1%, nt, -3%, nt, -4%, nt, nt, 1
# O=C(COc1ccccc1)Nc1nc2c(s1)CCCC2 is listed as -2, -11%, 1, 4%, 0.9%, 3%, 11, -6, -22

# As entered above.
# Under RXFP1 antagonist, C/C(=N\NC(=O)CN(c1ccc(C)cc1)S(C)(=O)=O)c1cccs1 shows -7
# Under D2 PAM, Cc1ccc(CCN2CC(C(=O)NCCCN(C)Cc3ccccc3)CC2=O)cc1 (configuration not stated) shows 9

# The list is partial; count on the stated rates, not on these rows.
